NTR1 ag: agonists of NTR1, primary screen, imaging, U2OS cells, beta-arrestin-GFP, high content (AID 493036). P30989. NTR1-U2OS beta-arrestin-GFP spot imaging, agonist mode. activation, % at 20 µM. hit rate 0.17% among 330,000;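 active = activation at or above 40% of the spot to cytoplasm intensity ratio, with at least 20 cells analyzed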;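 also: 0% = DMSO without peptide and 100% = 100 nM NTR1 peptide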
Target sequence (P30989 whole entry, looked up): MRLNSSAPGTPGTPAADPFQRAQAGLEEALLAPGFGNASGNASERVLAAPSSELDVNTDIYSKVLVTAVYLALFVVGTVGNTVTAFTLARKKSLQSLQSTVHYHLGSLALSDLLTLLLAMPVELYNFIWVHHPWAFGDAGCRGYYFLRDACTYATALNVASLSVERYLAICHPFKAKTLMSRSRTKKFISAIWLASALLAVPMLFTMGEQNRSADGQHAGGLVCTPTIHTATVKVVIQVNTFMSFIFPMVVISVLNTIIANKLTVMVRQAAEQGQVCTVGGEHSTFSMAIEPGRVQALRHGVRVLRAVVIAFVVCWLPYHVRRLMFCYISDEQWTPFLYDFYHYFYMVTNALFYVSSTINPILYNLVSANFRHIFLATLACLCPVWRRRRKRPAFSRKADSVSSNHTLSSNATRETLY
WT yeast gro inh: growth inhibition of WT yeast, mitochondrial fusion screen; mitochondrial fusion phenotypic screen, WT strain; inhibition, % at 10 µM; hit rate 2.1% among 190,000; AID 1362; in the data active = inhibition above about 58%; tested in S. cerevisiae
LYP inhibition: PTPN22 lymphoid phosphatase activity blockers – biochemical, fluorescence intensity, uHTS (AID 1779); recombinant LYP phosphatase, fluorescence intensity; higher % means a stronger effect; inhibition, % at 11.5 µM; hits with a dose series show IC50 in µM; hit rate 0.054% among 290,000; in the data active = inhibition above about 50%;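 also: plate controls were vehicle with enzyme for no effect and no enzyme for full effect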
RSV CPE inhibition: inhibition of RSV-induced cytopathic effect – HEp-2 cells, primary 10 µM value included (AID 2391). one-dose CPE inhibition, % at 10 µM; IC50 in µM for titrated hits. hit rate 0.13% among 310,000. HEp-2 cells, RSV-induced CPE inhibition; higher % means a stronger effect; in the data active = a potency from the dose series; also: strong numbers were not always called active
GPR35 antagonists: inhibition of zaprinast-stimulated GPR35 beta-arrestin translocation – imaging, U2OS, beta-arrestin-GFP, zaprinast agonist, primary screen (AID 2058); U2OS GPR35 beta-arrestin-GFP translocation imaging, zaprinast antagonism; higher % means a stronger effect; inhibition, % at 10 µM, or IC50 in µM where a hit was titrated; hit rate 0.052% among 290,000;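 active = inhibition of at least 50% with at least 30 cells and total cytoplasm GFP at most 10,000,000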
Autophagy mod: modulators of autophagy; MEF GFP-LC3 puncta imaging; test concentration mostly 10 µM; calls only at 10 µM (by protocol); hit rate 0.98% among 190,000; AID 463193;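 active = percentage of spot-positive cells more than 3 SD above its plate mean, without a fluorescence outlier flag or 80% toxicity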;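 also: spot-positive cell cutoff set from DMSO-treated cells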
K1F lysis inhibition: inhibition of K1F phage lysis, E. coli UTI89, bacterial capsule biogenesis inhibitors, alamar blue (AID 488966); inhibition, % at 100 µM; hits with a dose series show IC50 in µM; hit rate 0.02% among 340,000; E. coli UTI89 K1F phage lysis, alamar blue, 2 h; higher % means a stronger effect;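 active = phage lysis inhibition, versus mean bacterial control, above a set limit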;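 also: capsule biogenesis inhibitors block K1F phage lysis so surviving cells raise fluorescence; higher fluorescence means more inhibition of phage lysis; actives were called in the ten point dose series up to 300 µM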
Dengue-2 NS5 capping: flavivirus cap methylation enzyme inhibition – biochemical, confirmation dose response, primary screen (AID 588689); Dengue-2 NS5 methyltransferase capping enzyme assay, biochemical; higher % means a stronger effect; one-dose inhibition, % at 25 µM; IC50 in µM for titrated hits; hit rate 0.3% among 340,000; in the data active = a potency from the dose series
AID2073: disruptors of CaV2.2 binding to Mint1 – biochemical, HTRF (AID 2073). HTRF protein-protein interaction, Mint1-CaV2.2; higher % means a stronger effect. hit rate 0.19% among 290,000. inhibition, % at 20 µM, or IC50 in µM where a hit was titrated; in the data active = inhibition mostly above about 51%, no sharp cut-off; also: some results filed as inactive read as strong as hits
WT yeast gro inh mutant strain: also measured in WT yeast gro inh; calls as there; inhibition, %; mitochondrial fusion phenotypic screen, mutant strain inhibition
Autophagy mod cell loss 18 h: recorded beside Autophagy mod, whose call it bears; toxicity, %; measured here: cell loss, nuclei count;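 cell loss after 18 h compound exposure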
NTR1 ag cell count 20 µM: recorded beside NTR1 ag, whose call it bears; cell count; measured here: cell count, cytotoxicity flag
* marks the source's active call; other numbers are inactive results; i = inactive; nt = no result given; + = active, no number; [ ] = dose if it differs, or a comment.

SMILES | NTR1 ag | NTR1 ag cell count 20 µM | WT yeast gro inh | WT yeast gro inh mutant strain | LYP inhibition | RSV CPE inhibition | GPR35 antagonists | Autophagy mod | Autophagy mod cell loss 18 h | K1F lysis inhibition | Dengue-2 NS5 capping | AID2073
COC(=O)CSc1nc2sc3c(c2c(=O)n1C1CCCCC1)CCN(C)C3 | 0.8 | 54 | -10.1 | -5.5 | -5.6% | 0.4% | -7.6% | i | 1.2 | nt | nt | -8.4%
COc1ccc(C2c3cc(OC)c(OC)cc3CCN2C(=O)c2ccccc2Br)cc1OC (centres undefined) | 2.2 | 63 | nt | nt | 7.3% | 5.4% | 9.1% | nt | nt | -0.3% | -0.4% | -5.5%
CCOc1ccccc1N1CC(C(=O)Nc2ccc3c(c2)OCCO3)CC1=O (centres undefined) | 1.3 | 52 | 5.5 | 6.5 | -0.7% | 2.4% | -1.7% | + | 4.9* | 0.4% | -4.5% | 1.6%
O=C(NCCc1ccccc1)C1CCN(C(=O)c2sccc2-n2cccc2)CC1 | -1.3 | 58 | 1.3 | -5.2 | -7.5% | 0.0% | 1.1% | i | -11.3 | -0.1% | -3.5% | 3.1%
CCC(C)C(NC(=O)C1CCC(C)CC1)C(=O)NCc1ccccn1 (centres undefined) | -0.3 | 98 | 2.5 | -1.1 | 1.1% | 0.0% | 11.4% | i | -14.4 | 0.4% | -3.1% | -7.2%
Cc1cc(C)c2nc(N3C(=O)C(O)=C(C(=O)c4ccco4)C3c3cccc(O)c3)sc2c1 (centres undefined) | 0.3 | 59 | nt | nt | nt | 1.6% | nt | nt | nt | 0.8%[50 µM] | 32.4µM* | nt
Cc1nc(SCc2ccccc2F)c2oc3ccccc3c2n1 | 6.7 | 51 | nt | nt | 0.0% | nt | -6.7% | nt | nt | 0.4% | 1.6% | 7.6%
Cc1cc(Br)ccc1NC(=O)c1sc2ncnc(N3CCN(c4ccccn4)CC3)c2c1C | -1.0 | 45 | nt | nt | -0.4% | -1.5% | -2.8% | nt | nt | 0.4% | -21.4% | 24.0%
COCCNS(=O)(=O)c1cccn1-c1ncc(C(F)(F)F)cc1Cl | -0.7 | 57 | -10.8 | -4.6 | -3.9% | 0.5% | -5.4% | i | 5.4 | 0.9% | -7.0% | 3.1%
Cc1cc(O)c(C2=Nc3ccccc3SC(c3ccc(Cl)cc3)C2)c(=O)o1 (centres undefined) | -0.4 | 59 | 29.4 | -8.2 | -3.8% | 6.9% | -8.5% | i | -6.6 | -0.8% | 1.4% | 4.3%
CN1C(=O)C(C)(C)c2cc(S(=O)(=O)N3CCN(c4cccc(Cl)c4)CC3)ccc21 | 5.6 | 52 | nt | nt | 3.6% | 10.2% | 8.0% | nt | nt | -7.3% | 0.0% | 14.6%
Cc1ccc(SCCNC(=O)c2ccc([N+](=O)[O-])c(C)c2)cc1 | 0.9 | 67 | nt | nt | -6.5% | -0.4% | 0.3% | nt | nt | 6.3% | nt | 4.2%
COc1c(/C=N/Nc2nc(N3CCCCC3)nc(N3CCCCC3)n2)cccc1[N+](=O)[O-] | 2.1 | 46 | 5.1 | 9.2 | -4.1% | 5.0% | 8.6% | i | 3.5 | 3.9% | -2.8% | 10.4%
Cc1ccc(/C=N/NC(=O)CN2CCN(Cc3ccccc3Cl)CC2)o1 | -0.5 | 50 | nt | nt | -1.6% | -0.7% | -5.2% | nt | nt | -1.0% | -1.5% | -5.2%
CC(=O)Nc1ccc(C2=NN(C)C(=NCc3ccccc3)SC2)cc1 | 2.4 | 47 | -2.4 | -6.7 | -5.7% | 21.2% | -4.2% | i | -3.9 | 0.6% | -5.2% | 25.9%
CCn1c(=O)cc(C(=O)OC)sc1=Nc1ccc(F)c(F)c1 | 15.5 | 58 | 1.0 | -4.8 | -7.2% | 3.2% | 1.0% | i | 4.9 | -0.6% | -13.9% | -8.7%
O=C(COC(=O)c1cc(Cl)ccc1O)c1ccc2c(c1)OCO2 | -0.6 | 42 | nt | nt | nt | -1.8% | nt | nt | nt | 0.5%[50 µM] | 3.6% | nt
COc1ccc(NC(=S)N2CCC(N(C)CC3CCCO3)CC2)cc1Cl (centres undefined) | 1.8 | 45 | -4.8 | 15.6 | 1.9% | -0.2% | -1.0% | i | -1.8 | 2.1% | -1.4% | -35.7%
Oc1c(C(c2ccc(Cl)cc2)N2CCCC2)cc(Cl)c2cccnc12 (centres undefined) | 2.3 | 53 | 64.3 | 76.5 | -2.7% | 15.8% | 0.3% | i | 19.3 | -1.1% | -3.1% | 18.7%
Cc1nn(C(C)C(=O)O)c(=O)c2ccccc12 (centres undefined) | -1.4 | 98 | 6.2 | -3.2 | -16.9% | -0.3% | 11.9% | i | -0.9 | 1.6% | 0.0% | 6.3%
CCOC(=O)CSc1nc2c(sc3ccc([N+](=O)[O-])cc32)c(=O)n1Cc1ccco1 | 6.8 | 58 | -3.7 | 5.4 | -8.2% | 3.2% | -0.1% | i | 6.6 | 1.3%[50 µM] | -4.5% | -33.1%
CC(=O)Oc1ccccc1C(=O)Nc1ccccc1C(=O)N1CCCC1 | 0.0 | 64 | nt | nt | -7.2% | 2.5% | 0.1% | nt | nt | 1.7%[50 µM] | -3.2% | 2.8%
NS(=O)(=O)c1ccc(CCNC(=O)COC(=O)COc2cccc(C(F)(F)F)c2)cc1 | -1.2 | 58 | nt | nt | nt | 0.4% | nt | nt | nt | 1.0%[50 µM] | -9.5% | nt
CC(=O)NC12CC3CC(C1)CC(C(=O)OCC(=O)Nc1c(F)cccc1F)(C3)C2 | -0.1 | 65 | nt | nt | nt | 0.0% | nt | nt | nt | 0.4%[50 µM] | 0.0% | nt
O=C(NCCc1ccccc1)c1cccc2c1C(=O)N(C1CCCCC1)C2 | 5.4 | 60 | nt | nt | -1.4% | 2.1% | -8.1% | nt | nt | 0.3% | -1.7% | -6.9%
CCOC(=O)c1c(-c2ccccc2)csc1NC(=O)CSc1ccccc1 | 3.8 | 54 | -8.3 | -6.7 | -5.1% | -0.3% | -20.2% | i | -17.0 | 0.1%[50 µM] | 0.0% | 6.6%
COc1ccc2nc(NC(=O)CN3CCOCC3)sc2c1 | -2.8 | 61 | 3.0 | 17.8 | -2.6% | 0.2% | -2.3% | i | 1.9 | 0.8% | 1.6% | 3.2%
O=C(CCc1nnc(-c2ccc3c(c2)OCO3)o1)N(Cc1ccncc1)CC1CCCO1 (centres undefined) | -0.2 | 83 | -16.8 | -12.5 | -5.1% | 0.2% | -6.1% | i | 3.2 | 0.2% | 2.6% | 14.7%
COc1ccc(C2(CNC(=O)c3cccc([N+](=O)[O-])c3)CCOCC2)cc1 | 1.3 | 69 | 1.7 | 10.0 | -7.4% | 3.5% | 9.5% | i | -6.0 | 2.3%[50 µM] | -1.9% | 5.7%
O=C(CCNC(=O)c1ccccc1)NCC1CCCCC1 | -0.7 | 76 | 14.7 | -9.5 | -8.9% | 2.6% | 15.3% | i | 12.6 | -0.7% | -3.0% | -12.1%
Nc1ccnn1Cc1cccnc1 | -1.7 | 90 | -10.8 | 0.0 | -1.4% | 1.4% | 6.4% | i | 10.2 | 3.4% | 0.0% | -2.4%
CNc1ncc(C(=O)c2ccc(Br)cc2)s1 | -0.8 | 89 | 13.8 | 8.3 | 6.7% | nt | 3.7% | i | -6.4 | 1.5% | 0.7% | -2.0%
CC1(c2ccccc2)NC(=O)N(NC(=O)CSc2n[nH]c(N)n2)C1=O (centres undefined) | 1.7 | 53 | nt | nt | -3.8% | 0.9% | 6.7% | nt | nt | 0.7% | -0.8% | -4.1%
CCCCNC(=O)Cn1nc(Cc2ccncc2)c2ccccc2c1=O | 1.3 | 72 | nt | nt | -1.3% | 2.0% | 17.1% | nt | nt | 0.1% | 2.6% | 11.3%
CC(C)(C)NC(=O)CN(C(=O)CNS(=O)(=O)c1ccccc1)c1ccc2c(c1)OCCO2 | 0.3 | 67 | -8.0 | -10.9 | -8.7% | 1.6% | -4.4% | i | -1.4 | 0.2% | -1.6% | -6.7%
COC(=O)C(c1ccccc1)C(C(=O)OC)c1ccccc1 (centres undefined) | 0.9 | 99 | nt | nt | -8.3% | 1.5% | -11.7% | nt | nt | 0.4%[50 µM] | -1.9% | 8.9%
O=C(c1ccc(S(=O)(=O)N2CCCCC2)cc1)N1CCN(c2ccccc2)CC1 | 1.2 | 78 | 1.9 | -6.1 | 1.1% | 0.4% | 1.5% | i | 13.6 | 2.1% | -5.6% | 3.4%
Cc1nn(C)cc1CNC(=O)C1CCC(=O)N(Cc2cccc(C(F)(F)F)c2)C1 (centres undefined) | -0.2 | 59 | nt | nt | -4.7% | 0.9% | -0.3% | nt | nt | 0.1% | 2.6% | 15.8%
O=C(Nc1ccc2c(c1)OCCO2)c1ccc(Cl)c([N+](=O)[O-])c1 | -0.2 | 51 | 11.4 | -7.8 | -6.0% | 1.8% | 3.1% | i | -2.8 | 5.7% | -0.7% | -4.7%
CC(=C1C(=O)c2ccccc2C1=O)N1CCN(c2ccc(F)cc2)CC1 | 0.9 | 62 | nt | nt | -9.6% | -0.9% | -3.7% | nt | nt | 0.5% | 0.8% | 2.3%
CCOC(=O)C1CCN(C(=O)c2ccc3c(c2)C(=O)N(c2ccccc2C)C3=O)CC1 | 0.7 | 39 | nt | nt | nt | -1.2% | nt | nt | nt | 0.9%[50 µM] | 0.0% | nt
CCOC(=O)N1CCC(N(CCN(C)C)C(=S)Nc2ccccc2C)CC1 | -0.6 | 63 | 10.6 | 7.7 | -5.2% | 0.4% | 12.2% | i | 3.7 | -2.4% | 0.0% | 6.1%
O=C(CSc1cccc[n+]1[O-])c1ccc(-c2ccccc2)cc1 | 0.5 | 62 | -23.4 | -23.1 | -3.6% | 3.0% | -15.8% | i | 17.2 | 0.0% | 6.1% | 17.6%

Ordered by the number under Dengue-2 NS5 capping (low to high): three from the list above
molecule	WT yeast gro inh mutant strain	LYP inhibition	RSV CPE inhibition	GPR35 antagonists	Dengue-2 NS5 capping	AID2073
CC(C)(C)NC(=O)CN(C(=O)CNS(=O)(=O)c1ccccc1)c1ccc2c(c1)OCCO2	-10.9	-8.7%	1.6%	-4.4%	-1.6%	-6.7%
O=C(Nc1ccc2c(c1)OCCO2)c1ccc(Cl)c([N+](=O)[O-])c1	-7.8	-6.0%	1.8%	3.1%	-0.7%	-4.7%
O=C(CSc1cccc[n+]1[O-])c1ccc(-c2ccccc2)cc1	-23.1	-3.6%	3.0%	-15.8%	6.1%	17.6%
